Screens: PubChem, several laboratories
ABHD5-PLIN5 inh: ABHD5-PLIN5 interaction inhibitors, primary screen, cell lysate, split luciferase complementation, luminescence; Perilipin-5 (Homo sapiens) + 1-acylglycerol-3-phosphate O-acyltransferase ABHD5 (Homo …; Split G. princeps luciferase complementation, 4 h; inhibition, % at 4 µM; 360,000 tested, 0.78% active; AID 602281, 2012;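 active = inhibition above the mean inhibition across every tested compound plus 3 SD, cut at about 22% in these data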;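 note: 0% = DMSO only wells and the 100% control is not disclosed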
Target sequence (Q00G26 whole entry, looked up): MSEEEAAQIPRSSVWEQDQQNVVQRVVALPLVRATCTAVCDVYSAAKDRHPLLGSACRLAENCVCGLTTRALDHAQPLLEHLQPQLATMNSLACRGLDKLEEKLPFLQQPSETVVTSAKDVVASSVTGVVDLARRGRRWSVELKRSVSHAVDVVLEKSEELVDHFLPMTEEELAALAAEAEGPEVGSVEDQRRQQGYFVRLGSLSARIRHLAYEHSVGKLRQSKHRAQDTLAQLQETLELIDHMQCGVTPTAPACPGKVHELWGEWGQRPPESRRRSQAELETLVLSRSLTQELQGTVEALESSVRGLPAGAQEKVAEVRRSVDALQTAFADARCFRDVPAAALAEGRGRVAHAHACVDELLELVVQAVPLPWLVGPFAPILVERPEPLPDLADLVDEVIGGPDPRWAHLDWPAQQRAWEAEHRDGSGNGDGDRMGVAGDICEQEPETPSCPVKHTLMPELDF
Target sequence (Q8WTS1 whole entry, looked up): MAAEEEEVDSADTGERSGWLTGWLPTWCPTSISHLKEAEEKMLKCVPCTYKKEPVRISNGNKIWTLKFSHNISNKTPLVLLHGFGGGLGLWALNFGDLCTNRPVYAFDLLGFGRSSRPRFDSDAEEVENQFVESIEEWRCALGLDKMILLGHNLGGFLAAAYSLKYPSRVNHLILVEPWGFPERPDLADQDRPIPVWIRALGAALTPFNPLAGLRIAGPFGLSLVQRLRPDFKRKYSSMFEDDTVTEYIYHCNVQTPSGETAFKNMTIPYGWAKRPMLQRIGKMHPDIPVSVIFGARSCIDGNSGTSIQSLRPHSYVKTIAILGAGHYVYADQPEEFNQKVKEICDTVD
TLR9-MyD88 block: inhibitors of TLR9-MyD88 association in cells, primary screen, cell-based, CHO, BLA complementation, fluorescence. CCF4 FRET ratio. 340,000 tested, 0.21% active. inhibition, % at 4.98 µM. Toll-like receptor 9 (Homo sapiens) + Myeloid differentiation primary response protein …. AID 504734, 2011;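 active = inhibition above the mean over all tested compounds plus 3 SD, cut at about 21% in these data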;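 note: 0% = DMSO only wells and 100% = clavulanate BLA inhibitor control wells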
LRH-1 inv ag: LRH-1 (NR5A2) inverse agonists, primary screen, cell-based, luminescence, HEK293T, StAR-luciferase reporter. Nuclear receptor subfamily 5 group A member 2 (Homo sapiens), O00482. LRH-1 transfected, 24 h. inhibition, % at 3.6 µM. 360,000 tested, 0.13% active. AID 602396, 2012;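 active = inhibition above the mean inhibition of all tested compounds plus 3 SD, cut at about 73% in these data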;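 note: 0% = DMSO wells and 100% = reporter-only cells lacking LRH-1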
NOD2-RIPK2 inh: NOD2-RIPK2 binding disruptors in cells, primary screen, fluorescence, CHO cells, BLA complementation; CCF4 ratio; inhibition, % at 4.98 µM; 360,000 tested, 0.38% active; AID 624267, 2012; in the data active = inhibition above about 21%;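 note: 0% = vehicle only and 100% = reference blocker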
NCOA3 inh: SRC3 coactivator transcriptional activity inhibitors, primary screen, cell-based, luminescence; inhibition, % at 3.6 µM; Nuclear receptor coactivator 3 (Homo sapiens), Q9Y6Q9; AID 588352, 2011; HEK293 GAL4-SRC3 luciferase reporter; 360,000 tested, 0.17% active;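 active = inhibition above a per-campaign cutoff, the mean of all compounds plus 3 SD, cut at about 60% in these data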;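 note: 0% = DMSO-treated cells and 100% = gossypol-treated cells at 36 µM; higher means less SRC3-driven luciferase light from the GAL4 reporter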
NR2F2 inh: NR2F2 transcriptional activity inhibitors, primary screen, cell-based, luciferase reporter, HEK293T, luminescence; COUP transcription factor 2 (Homo sapiens), P24468; HEK293T NGFI-A luciferase reporter; inhibition, % at 8.6 µM; 370,000 tested, 0.7% active; AID 686940, 2013;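 active = inhibition above a per-plate cutoff, mean inhibition of test wells between control levels plus 3 SD, cut at about 38% in these data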;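 note: cells cotransfected with COUP-TFII expression vector driving the NGFI-A reporter; 0% = median of COUP-TF2 test wells and 100% = reporter-only cells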
MC4R barr agon: MC4R agonists recruiting beta-arrestin, primary screen, cell-based, luminescence, agonist arm of biased-ligand search. Melanocortin receptor 4 (Homo sapiens), P32245. U2OS MC4R beta-arrestin complementation; percent of melanotan II response, DMSO zero. activation, % at 8.9 µM. 360,000 tested, 0.98% active;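 active = activation above a per-plate cutoff, the mean activation of sample wells on that plate plus 3 SD, cut at about 8% in these data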
NCOA1 inh: SRC1 coactivator transcriptional activity inhibitors, primary screen, cell-based, luminescence; Nuclear receptor coactivator 1 (Homo sapiens), Q15788; HEK293 GAL4-SRC1 luciferase reporter; inhibition, % at 3.6 µM; 360,000 tested, 0.12% active;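 active = inhibition above the campaign mean plus 3 SD, with each screening campaign given its own cutoff, cut at about 60% in these data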;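 note: 0% = DMSO treated cells and 100% = gossypol at 36 µM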
MC4R antagonist: MC4R antagonists of cAMP signaling, primary screen, cell-based, TR-FRET, antagonist arm of biased-ligand search. inhibition, % at 6.5 µM. AID 540295, 2011. 360,000 tested, 0.48% active. MC4R-expressing cells, MTII-stimulated cAMP, LANCE TR-FRET;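 active = inhibition above its plate's cutoff, the mean of tested wells on that plate plus 3 SD, cut at about 29% in these data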;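 note: 0% = Melanotan II alone and 100% = Melanotan II plus saturating MCL0020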
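System: U2OS-MC4R stable cell line; Technique: Eu-cAMP/anti-cAMP TR-FRET, emission 671 nm; Repeats: single well per compound; Also added: Melanotan II; Dosing: one concentration, 6.5 µM nominal; Schedule: 30-min compound, 1-h challenge, 1-h detection, room temperature.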
EBV LMP1 NFkB: EBV LMP1-driven NF-kappaB luciferase reporter inhibitors, primary screen, cell-based, luminescence, single point; inhibition, % at 12.5 µM; AID 504558, 2011; 350,000 tested, 0.69% active; LMP1-induced NF-kappaB luciferase reporter cells; in the data active = inhibition above about 41%;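 note: 0% = neutral control wells and 100% = reference inhibitor control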
SRC2 inh: inhibition of GAL4-SRC2 driven luciferase reporter, primary screen, SRC2 inhibitor project, cell-based, luminescence; AID 651957, 2012; 370,000 tested, 0.17% active; inhibition, % at 9 µM; HEK293 GAL4-SRC2 luciferase reporter;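 active = inhibition above the mean inhibition of all tested compounds plus 3 SD, set per campaign, cut at about 52% in these data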;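 note: 0% = DMSO treated cells and 100% = cells given Gossypol at 36 µM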
* marks the source's active call; other numbers are inactive results; · = no result given.

ABHD5-PLIN5 inh	TLR9-MyD88 block	LRH-1 inv ag	NOD2-RIPK2 inh	NCOA3 inh	NR2F2 inh	MC4R barr agon	NCOA1 inh	MC4R antagonist	EBV LMP1 NFkB	SRC2 inh	canonical_smiles
-5	-7	9	-5	-2	6	-1.3	-6	-2	-26	15	O=C(NC(NC(=S)Nc1ccc(Cl)cc1Cl)C(Cl)(Cl)Cl)c1cccc([N+](=O)[O-])c1 (stereo not given)
4	-3	-3	-8	8	·	-2.2	3	4	-24	·	CN1CCN(c2nc3c(c(=O)n(C)c(=O)n3C)n2CC(=O)C23CC4CC(CC(C4)C2)C3)CC1
-1	10	-2	-8	10	-1	0.3	-7	20	-5	-4	FC(F)(F)c1ccccc1-n1c(CN2CCCCC2)n[nH]c1=S
-9	-2	14	4	-1	6	2.2	-6	7	4	-1	CC1=CC(=NNS(=O)(=O)c2ccc([N+](=O)[O-])cc2)CC(C)(C)C1
-2	4	0	1	10	0	-0.7	14	15	-5	-4	CN(C1CCCCC1)C(CNS(=O)(=O)c1ccc(Cl)cc1)c1ccccc1 (stereo not given)
-10	-7	-9	1	-54	-1	0.3	16	28	6	2	Cc1ccc(S(=O)(=O)N2CC(=O)Nc3ccccc32)c(C)c1NS(C)(=O)=O
-6	-8	-4	-5	-2	6	-4.5	-43	3	-3	-13	COc1ccc2oc(C(=O)OC(C)C(=O)N(C)c3ccccc3)c(C)c2c1 (stereo not given)
1	-6	8	-1	-3	13	-1.7	-14	3	3	-27	CCOc1ccc(NC(=O)c2c(NC(=O)CN3CCCC3)sc3c2CCC3)cc1
0	-10	-2	-1	7	9	0.2	-13	-6	-12	19	Cc1ccc(N(CC(=O)NC2CC2)S(=O)(=O)c2ccccc2)c(C)c1
0	-5	-67	3	-65	-23	0.0	-53	-4	3	-19	CC(=O)c1ccc(NC(=O)Cc2cccs2)cc1
4	·	15	-9	-3	-28	-0.6	8	16	·	11	COc1ccc(CCCNC(=O)C2(C)Cc3c(-c4ccc(C(N)=O)cc4)ccnc3O2)cc1 (stereo not given)
0	-1	-4	-6	-30	0	0.7	3	4	5	7	CC1CCCC(NC(=O)COC(=O)[C@@H](NC(=O)c2ccccc2Cl)C(C)C)C1C (stereo not given in full)
-3	4	6	-3	-5	11	1.4	5	0	3	17	COc1ccc(S(=O)(=O)N(c2onc(C)c2Cl)S(=O)(=O)c2ccc(OC)c(OC)c2)cc1OC
-1	-2	-14	-2	-20	-7	2.4	-25	24	-9	-24	O=C(Nc1ccccc1)Nc1nnc(-c2ccccc2)s1
-2	-3	3	-6	-1	10	-1.7	-9	-4	-27	9	Cn1nnc2cc(C(=O)N3CCCCCC3)ccc21
-2	12	5	2	12	-3	-0.4	1	-8	8	-12	COc1ccccc1-c1nnc(SC2CCc3ccccc3NC2=O)s1 (stereo not given)
-10	-5	13	7	-17	1	-1.6	-5	18	3	-19	Cc1ccc(S(=O)(=O)c2nc(-c3ccccc3)oc2N2CCCC2)cc1
5	-8	-9	6	-5	-3	-0.9	-33	21	21	-6	CC1CCc2c(sc(NC(=O)c3ccc(N4C(=O)CCC4=O)cc3)c2C(N)=O)C1 (stereo not given)
41*	10	9	15	5	5	-1.2	-7	18	32	24	COc1ccc(C=CC(=O)c2ccc3cc(OC)c(OC)cc3c2)cc1OC
1	1	9	8	16	-14	-1.7	2	3	-3	-13	CCNS(=O)(=O)c1ccc2c3c(cccc13)C(=O)N2
1	3	-4	-5	1	7	-1.4	-3	4	-6	5	Cn1c(=O)c2c(ncn2CCCC(=N)N2CCOCC2)n(C)c1=O
-9	·	-14	-6	9	-6	-0.4	-6	15	·	0	Cc1nn(-c2ccccc2)c2c1cc1c(=O)n(C)c(=O)nc-1n2-c1ccccc1F
1	3	22	3	-11	3	-1.4	0	6	1	-19	CC1CN(C(=O)CCc2cc(C(C)(C)C)c(O)c(C(C)(C)C)c2)CC(C)O1 (stereo not given)
-7	-9	-11	-12	-6	-13	-1.6	-20	5	2	10	CCCCN(Cc1ccc(C(=O)N[C@H](C(=O)O)C(C)C)cc1)C(=O)C(c1ccccc1)c1ccccc1
-2	7	-9	0	-6	-1	-1.2	-2	9	2	30	Cc1onc(C(=O)N2C(C)CCCC2C)c1[N+](=O)[O-] (stereo not given)
0	-24	1	-7	20	4	-3.2	10	14	4	22	CC(C)N1CCC(N2CCN(C3CCCC3)CC2CCO)CC1 (stereo not given)
-5	10	-3	-1	-19	-2	-1.0	-16	7	0	-18	COc1ccc(NC(=O)c2cc(C)on2)cc1OC
2	-11	2	0	16	0	-2.9	-5	0	-6	-24	O=C(COC(=O)c1cccs1)NCCC1=CCCCC1
-2	3	-13	9	9	-1	-2.2	7	11	-13	-23	CCCn1c(SCC(=O)c2ccc3c(c2)OCCO3)nc2c1c(=O)n(C)c(=O)n2C
-1	-4	3	-14	-3	-2	-0.4	-20	9	-4	5	Cc1nc(SCC(=O)CC(=O)OC(C)C)c(C#N)c(C)c1C

The results go on.
ABHD5-PLIN5 inh	TLR9-MyD88 block	LRH-1 inv ag	NOD2-RIPK2 inh	NCOA3 inh	NR2F2 inh	MC4R barr agon	NCOA1 inh	MC4R antagonist	EBV LMP1 NFkB	SRC2 inh	canonical_smiles
-6	-12	-9	12	-3	15	-2.2	-13	-1	-1	11	Cc1ccccc1N1CCN(S(=O)(=O)CC23CCC(CC2=O)C3(C)C)CC1 (stereo not given)
9	-13	5	27*	-14	-26	-2.5	-75	16	1	-37	COc1nn(-c2ccccc2)c(=O)c(Cl)c1Cl
-2	-1	36	-11	2	-23	-4.0	-3	2	-10	13	CN(C)N=C1c2cc(S(=O)(=O)N(C)C)ccc2-c2ccc(S(=O)(=O)N(C)C)cc21
-2	2	37	-16	-18	-4	0.5	1	0	1	7	CCOC(=O)N1CCN(C(=O)CSc2nnc(CNC(=O)c3ccccc3F)o2)CC1
0	-1	-24	2	-28	-21	-1.5	-37	5	-7	-11	CCn1c(Cn2nnc(-c3ccccc3)n2)nnc1SCC(=O)Nc1ccc(C(C)=O)cc1
3	-10	5	-3	-6	13	-2.9	0	-1	3	8	CCCCNC(=O)/C(=C\c1ccc([N+](=O)[O-])o1)NC(=O)c1ccccc1
2	-9	-1	5	10	-10	-0.6	-37	4	-10	18	COCCCn1c(SCC(=O)Nc2ccccc2F)nnc1-c1ccoc1C
2	6	15	-4	7	6	-0.7	-8	0	13	13	CCOC(=O)Cc1csc(NC(=O)C2CCCCC2C(=O)O)n1 (stereo not given)
0	-5	6	-9	18	16	-1.9	12	7	-4	-1	CCOc1ccccc1NC(=O)C1=C(C)NC(=O)NC1c1cccs1 (stereo not given)
-4	-14	-68	8	-69	-22	-0.1	-75	-6	-14	-21	Cc1ccc(NC(=O)Nc2ccc3c(c2)CCC3)cc1
-1	6	3	-8	-1	-2	-0.5	-7	2	6	-17	CC(C)(C)c1ccc(Oc2ccc(NC(=O)CCCC(=O)O)cn2)cc1
2	-5	-6	-3	-9	6	0.1	1	6	-12	-18	CC(C)(C)C(=O)N1CCC2CC1c1cc(Cl)ccc12 (stereo not given)
1	-9	-6	-1	0	-3	0.2	-7	4	0	9	COC(=O)c1sccc1NC(=O)c1ccc(OC)cc1OC
-6	-6	-52	-6	-46	-39	5.6	-69	-2	-40	-43	Cc1ccc(C(=O)Nc2ccc(Br)c(C(F)(F)F)c2)cc1
3	-2	16	14	-12	14	-0.1	1	0	2	19	CCOc1ccc(N2C(=O)CC(N3CCN(c4ccc(F)cc4)CC3)C2=O)cc1 (stereo not given)
-3	5	-20	2	-21	-8	-1.1	-8	7	-7	-29	Cc1ccc(NC(=O)Nc2cc(S(C)(=O)=O)ccc2Cl)cc1
0	-9	0	8	-3	15	-0.7	-26	4	10	-16	COCCCNC(=O)CCCn1c(=O)[nH]c2ccccc2c1=O
7	1	5	-6	11	5	-1.0	1	-3	8	-6	O=[N+]([O-])c1cccnc1Sc1ccc(Br)cc1
1	·	-2	2	·	1	·	·	·	·	6	Cc1cccc(C)c1NC(=O)C1c2ccccc2OCC(=O)N1CCCN1CCOCC1 (stereo not given)
-8	-2	15	-8	12	-5	2.1	4	4	-8	-34	COC(=O)c1nnn(-c2nonc2N)c1CSc1nc2ccccc2o1
-2	-4	-16	6	2	2	-0.9	-2	3	1	24	COc1ccc(CCC(=O)Nc2ccc(S(=O)(=O)NC3=NCCCCC3)cc2)cc1
-5	-6	-2	2	-2	-5	-0.7	0	4	-5	-18	Cc1cccc(C)c1N(CC(=O)NCc1ccc(F)cc1)C(=O)c1csnn1
7	-5	7	-2	-11	2	-0.5	-25	5	-1	-15	O=C(Cn1ccnc1)c1ccc(Cl)cc1
3	2	2	4	-10	7	-0.9	-15	1	2	-4	Cc1ccc2c(C)c(C(=O)NCC3CCOCC3)oc2c1C
-3	-2	8	1	9	-10	0.3	0	1	-2	-11	CC(C)(C)OC(=O)NC1CCN(S(=O)(=O)c2ccc3c(c2)OCCO3)CC1
8	2	6	-3	-6	-35	-1.1	-16	11	7	-2	CNC(=S)N(CCc1ccccc1)Cc1cc2cc(OC)c(OC)cc2[nH]c1=O
-1	-6	-24	1	10	-2	-2.7	-27	4	16	26	COc1ccc(-c2csc(N(CCc3ccc(OC)c(OC)c3)C(=O)COc3ccccc3)n2)cc1
-1	-6	6	-14	-12	-7	-0.9	-8	5	1	-19	O=C(CSc1nnc(-c2ccccc2)n1Cc1ccccc1)N1CCCC1
6	10	12	2	10	1	-0.1	4	1	0	15	CCC(C)[C@H](NC(=O)NCc1ccc(S(N)(=O)=O)cc1)C(=O)O (stereo not given in full)
-8	-9	-13	-2	8	-14	0.2	10	3	-7	0	CN1CCN(C(=S)Nc2ccc(S(N)(=O)=O)cc2)CC1
-1	-6	-3	-6	5	8	1.0	-6	4	-1	3	CC(=O)N1N=C(c2ccc(Br)cc2)OC12CCCC2

Not all compounds are listed. The share of hits here may be higher or lower than overall.
